High-throughput results from PubChem BioAssay.
HT1080NT lethal – qHTS for induction of synthetic lethality in tumor cells producing 2HG: qHTS for the HT-1080-NT fibrosarcoma cell line; HT-1080-NT fibrosarcoma viability, CellTiter-Glo ATP luminescence, 48 h; Potency, µM (series often up to 46.1 µM), for the others: at the top dose activity, negative = less viability, most hits filed as cytotoxic; 1.6% of 360,000 active;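 note: NT is the 2HG producing partner of a matched IDH1 knockdown line; potency is the fitted concentration of half-maximal effect; 0% = DMSO-treated cells and -100% = media-only wells without cells; nearly all actives have a fitted effect of over 55% in size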
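750 cells/well, RPMI + 5% FBS; 2 h settle, compound pin-transfer, 48 h at 37 degrees C. CellTiter-Glo 10 min RT, luminescence. Normalized to DMSO and media-only wells.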
KB-3-1 cytotox – qHTS assay for MDR1-selective chemotherapeutics: Primary screen using the parental adenocarcinoma cell KB-3-1. Potency, µM (series often up to 46.1 µM), for inactives: at the highest dose activity change, negative = cytotoxic, actives largely listed as cytotoxic. 1.4% of 400,000 active. KB-3-1 viability, CellTiter-Glo ATP luminescence, 72 h. AID 1347075, 2019; note: potency is the fitted concentration of half-maximal effect; % is set by controls: 0 for no effect and ±100 for the full control effect; nearly all actives have a fitted effect of over 60% in size
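KB-3-1 cells, DMEM (no phenol red) + 10% FBS; compound by pin transfer, 72 h, 37 °C. Readout: CellTiter-Glo luminescence after 10 min. Data normalized, curve-fitted.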
HT1080 IDH1KD tx – qHTS for induction of synthetic lethality in tumor cells producing 2HG: qHTS for the HT-1080-IDH1KD cell line; HT-1080 IDH1 knockdown viability, ATP luminescence, 48 h; Potency, µM (doses to about 46.1 µM), inactives show at the highest dose activity, negative = toxicity, most hits filed as cytotoxic; 2% of 360,000 active; AID 686971, 2013;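 note: potency is the fitted concentration of half-maximal effect; 0% = DMSO wells and -100% = cell-free medium wells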
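Luminescent ATP read-out (CellTiter-Glo, 10 min at room temperature) after 48 h compound exposure at 37 °C gave viability of IDH1-knockdown HT-1080 cells. Activity was normalised to DMSO and cell-free wells, then fitted as concentration-response curves.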
ATXN2 expr inh – Primary qHTS for Inhibitors of ATXN expression. HEK-293 ATXN2-luciferase reporter, luminescence, 24 h. Potency, µM (top dose mostly 57 µM), for inactives: at the top dose activity change, negative = inhibition, actives largely listed as inhibitors. 0.72% of 360,000 active. AID 1745845, 2022; note: potency is the fitted concentration of half-maximal effect; % is set by controls: 0 for no effect and ±100 for the full control effect; nearly all actives have a fitted effect of over 55% in size
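qHTS (up to 57 uM final) was run with 24 h compound exposure of reporter cells at 37 °C. Each well was multiplexed: SteadyGlo luminescence measured ATXN2-luciferase expression after a fluorogenic Gly-Phe-AFC viability readout (25 uM final).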
SW480 rerep – A quantitative high throughput screen for small molecules that induce DNA re-replication in SW480 colon adenocarcinoma cells | SW480 DNA re-replication, Hoechst DNA content imaging, 48 h | Potency, µM (titrated, usually from 46.1 µM), inactives show at the top dose re-replication activation, hits mostly activators | 1.8% of 340,000 active | AID 624297, 2012; note: potency is the fitted concentration of half-maximal effect; % of control where 0% means no effect; nearly all actives have a fitted effect of over 55% in size
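Readout is total intensity of Hoechst-stained nuclei, excited at 405 nm and collected at 500-530 nm. Compound treatment lasted 48 hr at 37 C in 5% CO2 before staining.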
MCF10A rereplic – A quantitative high throughput screen for small molecules that induce DNA re-replication in MCF 10a normal breast cells. MCF 10A DNA re-replication, Hoechst nuclear intensity, 48 h. Potency, µM (top dose mostly 46.1 µM), for inactives: at the highest dose activity, positive = re-replication, actives largely listed as activators. 2.9% of 350,000 active. AID 624296, 2012; note: potency is the fitted concentration of half-maximal effect; % of control where 0% means no effect; nearly all actives have a fitted effect of over 50% in size
WRN inhibitor – qHTS for Inhibitors of WRN Helicase; 0.46% of 360,000 active; Potency, µM (highest dose often 114 µM), inactives show top-dose activity change, negative = inhibition, actives largely listed as inhibitors; WRN helicase unwinding, fluorescent forked duplex, kinetic; note: potency is the fitted concentration of half-maximal effect; % is set by controls: 0 for no effect and ±100 for the full control effect; nearly all actives have a fitted effect of over 55% in size
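Kinetic fluorescence helicase assay: unwinding of a quenched forked DNA duplex (100 nM final) with 2 mM ATP final raises red fluorescence (525/598 nm). Compounds sat 15 min at room temperature with 20 nM WRN beforehand.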
KB-V1 MDR tox – qHTS assay for MDR1-selective chemotherapeutics: Primary screen using the drug-selected MDR subline cells KB-V1; KB-V1 MDR cells viability, CellTiter-Glo, 72 h; Potency, µM (titrated, usually from 46.1 µM), without a hit: at the top dose activity change, negative = cytotoxicity, actives largely listed as cytotoxic; 3.4% of 400,000 active; AID 1347076, 2019; note: potency is the fitted concentration of half-maximal effect; % is set by controls: 0 for no effect and ±100 for the full control effect; nearly all actives have a fitted effect of over 60% in size
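Cytotoxicity via CellTiter-Glo luminescence after 72 h compound exposure at 37 degrees C. Cells: drug-selected KB-V1 line, DMEM phenol-red free plus 10% FBS. Compounds tested at multiple concentrations; normalized data fitted to concentration-effect curves.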
IL-1B inflam inh – qHTS for Inhibitors of Inflammasome Signaling: IL-1-beta AlphaLISA Primary Screen. THP-1 LPS/ATP IL-1B secretion, AlphaLISA, 16 h; stronger effect = lower value. activity change, % at 57.5 µM. 4.7% of 360,000 active. AID 743279, 2014; in the data active = activity change below about -50%; inconclusive = mostly about -30% to -49%; note: % is set by controls: 0 for no effect and ±100 for the full control effect
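Secreted IL-1B measured by AlphaLISA bead assay after 16 h compound exposure of THP-1 cells; compounds (final up to 57.5 uM) added 1 h before LPS (250 ng/mL) and ATP (1.25 mM) stimulation; lower signal means less secretion.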
* = called active by the depositor; i = inactive; u = inconclusive; x = no result given; [ ] = another dose, or the depositor's remark. Unless noted, calls come from the whole dose curve; as a rule, active = well fitted curve in the direction sought with a large enough effect; inconclusive = small, poorly fitted or top-dose-only effect, or another doubt; inactive = no such curve, though single readings can be large; an effect the other way counts as inactive or inconclusive.

SMILES | KB-3-1 cytotox | ATXN2 expr inh | SW480 rerep | HT1080 IDH1KD tx | MCF10A rereplic | IL-1B inflam inh | KB-V1 MDR tox | HT1080NT lethal | WRN inhibitor
Cc1cc(NC(=O)CCC(=O)N(C(C(=O)NC(C)(C)C)c2ccccc2Cl)C(C)(C)C)no1 (configuration not stated) | u | -12% | 5% | -5% | -4% | -1 | u | -1% | -7%
Cn1ncc(Cl)c1C(=O)N1CCN(c2ccc(F)cc2)CC1 | 0% | -9% | -4% | 3% | -2% | 3 | -28% | 0% | 6%
CC1=C(C(=O)N(C)C)CC(CC(=O)NCc2cccs2)C(=O)N1Cc1ccc(C(C)(C)C)cc1 (configuration not stated) | 0% | 0% | x | 6% | x | -13 | 0% | 4% | -11%
CC(=O)N1CCC(N(CCCOC(C)C)S(=O)(=O)c2ccc([N+](=O)[O-])cc2)CC1 | 4% | x | -15% | 0% | -4% | -15 | -6% | 2% | 1%
CCN(CC)c1ccc(/C=C2\SC(N)=NC2=O)cc1 | 2% | 42%[activator] | -2% | 2% | -7% | -9 | u | 1% | 6%
Cc1ccc(CN2CC(N3CCC(c4ccccc4)CC3)CS2(=O)=O)cc1 (configuration not stated) | 0% | 11% | x | -7% | x | 0 | -1% | 20% | -3%
Cc1cccc(C(=O)Nc2ccc(S(=O)(=O)N3CCOCC3)cc2C)c1 | 10% | 1% | -3% | 0% | 5% | 17 | -21% | -1% | 3%
O=C(O)/C=C/C(=O)NCCC(c1ccccc1)c1ccccc1 | 11% | -2% | -9% | 5% | -17% | u | 16% | -12% | -3%
CCOc1cc(/C=C2/SC(=S)NC2=O)ccc1OC(=O)c1ccco1 | -18% | 16% | u | u | u | -51* | 0% | 12µM* | -5%[11.6 µM]
COc1ccc(OC)c(S(=O)(=O)N/N=C(/C)c2ccc3c(c2)OCO3)c1 | 14% | 4% | -7% | 2% | 17% | -6 | -16% | 15% | 4%
N#CCCn1cc(/C=N/NC(N)=S)c(-c2ccc(-c3ccccc3)cc2)n1 | 19% | u | u | -29% | u | 0 | -1% | u | 3%
COc1ccc(N2CCN(C(CNC(=O)C(=O)NCCC3=CCCCC3)c3ccco3)CC2)cc1 (configuration not stated) | -18% | -21% | 10% | 0% | 15% | 8 | 2.6µM* | -1% | 4%
COc1cc(C2C(C#N)=C(N)Oc3cc(C)n(CCN4CCOCC4)c(=O)c32)cc(OC)c1OC (configuration not stated) | 5% | -8% | -1% | 15% | -2% | 16 | 15% | 14% | 0%
CC(NC(=O)CSc1ccc(S(=O)(=O)N2CCOCC2)cn1)c1ccc(Cl)cc1Cl (configuration not stated) | -13% | -20% | -15% | -7% | 1% | 14 | -3% | -9% | 2%
CN(C(=O)c1ccc2c(=O)n3c(nc2c1)CCCCC3)c1cccc(Cl)c1 | 0% | -15% | 7% | -11% | 9% | -7 | u | -7% | 5%
CCN1CCN(c2ncnc3c2cnn3-c2ccc(C)cc2C)CC1 | -1% | -12% | 1% | -4% | 8% | u | -3% | -4% | 5%
O=c1cc(-c2ccc(O)cc2)oc2c(O)c(O)c(O)c(O)c12 | 0% | 4% | 3% | -3% | 6% | -3 | -16% | 2% | 7.1µM*
CC(C)(C)NC(=O)CN(C(=O)Cn1nnc(-c2ccc(Cl)cc2)n1)C1CCN(Cc2ccccc2)CC1 | -12% | -16% | u | u | u | -82* | 0% | u | -5%[57.1 µM]
CC(C)[C@H](NC(=O)c1ccccc1F)C(=O)NCc1ccc(S(N)(=O)=O)cc1 | -6% | 17% | -1% | 4% | 5% | 18 | -4% | 2% | 7%
CC/C(=N\NC(=O)C1CC1)c1cccc(Cl)c1 | -2% | 2% | 1% | 3% | -14% | -19 | 1% | 11% | -11%

SMILES | KB-3-1 cytotox | ATXN2 expr inh | SW480 rerep | HT1080 IDH1KD tx | MCF10A rereplic | IL-1B inflam inh | KB-V1 MDR tox | HT1080NT lethal | WRN inhibitor
COc1ccc(-n2c(Cc3cccn3C)nnc2SCC(=O)Nc2ccc3c(c2)OCO3)cc1 | 14% | 8% | -4% | 3% | 10% | -12 | -11% | 7% | -1%
O=C(Cn1c(-c2ccc(Cl)cc2)noc1=O)N1CCN(c2ccccc2F)CC1 | -8% | 7% | -3% | -17% | 0% | 7 | 9.2µM* | 4% | -4%
CC(C)c1ccc(NC2CCCN(C(=O)CCN3CCOCC3)C2)cc1 (configuration not stated) | 0% | -1% | u | -1% | 0% | 24 | -2% | -3% | 3%
O=C(COc1ccccc1C(=O)NCc1ccccc1)Nc1ccccc1 | -2% | -8% | -2% | -5% | 10% | u | u | 4%[9.24 µM] | -9%
CC[C@]12c3[nH]c4ccc(Cl)cc4c3CCN1C(=O)[C@@H](CC(=O)NCc1ccc(OC)c(OC)c1)C[C@@H]2C(=O)N1CCN(C(=O)c2ccco2)CC1 | -4% | 4% | u | 0% | -4% | 26 | -7% | 7% | 0%
CCCCN(C(=S)Nc1cccc(SC)c1)C1CCN(C(C)=O)CC1 | -1% | 5% | -2% | 12% | 3% | -6 | -3% | 6% | 0%
CN(Cc1ccco1)c1ncnc2ccc(-c3ccc4c(ccn4C)c3)cc12 | u | 0% | 3.7µM* | x | u | x | 0% | x | x
Cc1ccc(S(=O)(=O)CC(c2ccccc2)N2CCCCC2)cc1 (configuration not stated) | -5% | -17% | -12% | -7% | -2% | u | 1% | 1% | 0%
COc1ccc(S(=O)(=O)c2ccc(O)cc2)cc1 | 11% | 5% | -4% | -4% | -2% | -3 | 1% | -1% | 1%
COc1ccc(CNC(=O)COC(=O)/C=C/c2ccco2)cc1 | 0% | 11% | -3% | 23% | 0% | -8 | 3% | 22% | -1%
Cc1[nH]c2ccc(F)cc2c1CCN(Cc1ccncc1)C(=S)Nc1cccc(F)c1 | -1% | u | 13% | -19% | 2% | u | -2% | 0% | -1%
COc1cc(NC(=O)CN(c2ccc(C)cc2)S(=O)(=O)c2c(C)nn(C)c2C)cc(OC)c1 | -24% | 9% | 7% | -9% | 7% | u | u | -2% | -20%
CCOc1ccc(/C=N/NC(=O)C(C)N(c2ccc(OC)cc2)S(C)(=O)=O)cc1 (configuration not stated) | 0% | 1% | -4% | 18% | -7% | 15 | -8% | 2% | -5%
O=C(Oc1ccccc1)N1CCN(C(=O)c2ccco2)CC1 | -2% | -17% | -7% | 29% | 1% | u | -12% | 27% | -4%
COc1ccc2[nH]c(=O)c(CN(C(C)=O)c3ccc(C)c(C)c3)cc2c1 | -22% | -17% | 7% | 0% | u | -6 | u | 1% | 3%
CC(C)N(C(=O)COc1ccc(Br)cc1Cl)C(C)C | 11% | 2% | -8% | 14% | 13% | 2 | 15µM* | 7% | 2%
CCCCNC(=O)CSc1nc2cc(OC)c(OC)cc2c(=O)n1Cc1ccc(OC)cc1 | -2% | -9% | -5% | 15% | 6% | -4 | 2.1µM* | 11% | -6%
Cc1ccc(S(=O)(=O)NCC(=O)OCC(=O)NC(=O)NC2CCCC2)cc1 | 1% | x | -1% | 4% | 10% | 3 | 5% | -2% | 9%
Clc1ccc(NCc2nnc3n2CCCCC3)cc1 | 23% | 1% | -4% | 14% | 4% | -2 | 7% | 14% | -2%
CC(C)c1cc(NCCOCCO)n2c(nc3ccccc32)c1C#N | 1% | x | u | -2% | 7% | -3 | 6% | -1% | 3%

SMILES | KB-3-1 cytotox | ATXN2 expr inh | SW480 rerep | HT1080 IDH1KD tx | MCF10A rereplic | IL-1B inflam inh | KB-V1 MDR tox | HT1080NT lethal | WRN inhibitor
O=C(CSc1nnc(C2COc3ccccc3O2)o1)N1CCOCC1 (configuration not stated) | 0% | 7% | 7% | 12% | -1% | 27 | 0% | 8% | -14%
O=C(Nc1ccc2c(c1)OCO2)c1ccc(NC2CC2)c([N+](=O)[O-])c1 | u | 5% | u | -24% | u | -5 | 15µM* | u | -1%
COc1cc(NC(=O)c2cccnc2)c(Cl)cc1NC(=O)c1ccc(Cl)cc1 | -1% | -17% | -3% | 0% | 9% | 9 | -9% | -2% | -31%
Cc1cc(C)cc(-n2c(O)c(C=NC3CCS(=O)(=O)C3)c3ccccc3c2=O)c1 (configuration not stated) | -3% | -10% | -3% | u | u | -14 | -19% | -14% | -9%
CCOc1ccccc1NC(=O)c1cc(S(=O)(=O)N2CCOCC2)ccc1C | -5% | -7% | -4% | -2% | 12% | i | u | -7% | -25%

Given field by field: part of the list above
Molecule: COc1ccc(N2CCN(C(CNC(=O)C(=O)NCCC3=CCCCC3)c3ccco3)CC2)cc1 (configuration not stated)
  KB-3-1 cytotox: -18% | ATXN2 expr inh: -21% | SW480 rerep: 10% | HT1080 IDH1KD tx: 0% | MCF10A rereplic: 15% | IL-1B inflam inh: 8 | KB-V1 MDR tox: 2.6µM* | HT1080NT lethal: -1% | WRN inhibitor: 4%

Molecule: COc1ccc(S(=O)(=O)c2ccc(O)cc2)cc1
  KB-3-1 cytotox: 11% | ATXN2 expr inh: 5% | SW480 rerep: -4% | HT1080 IDH1KD tx: -4% | MCF10A rereplic: -2% | IL-1B inflam inh: -3 | KB-V1 MDR tox: 1% | HT1080NT lethal: -1% | WRN inhibitor: 1%

Random draw from the library (roughly 12% active in at least one column).
